Scp1 inh: Scp-1 (human) phosphatase inhibition | 0.88% of 340,000 active | Recombinant Scp1, phosphopeptide, malachite green phosphate absorbance | inhibition, % at 20 µM;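 active = inhibition above about 50% at 20 µM, limit read from the data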;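 also: plate controls were DMSO wells with enzyme for no effect and wells lacking enzyme for full effect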
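System: SCP-1 catalytic domain; Reagent: Phospho 17-mer peptide substrate; Doses: one concentration, 20 µM, with 1.0% DMSO; Incubation: 45 min room-temperature reaction, 5 min colour, 30 min stabiliser; Signal: Phosphate-binding colour reagent, absorbance read at 630 nm.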
DNMT1 block: DNMT1 (human) enzyme inhibition | P26358 | DNMT1 molecular beacon, Hinp1I cleavage, fluorescence | inhibition (reported as % activation of signal), % at 10 µM | 0.83% of 360,000 active; in the data active = inhibition above about 50%
Target sequence (P26358 504-1616 limits assumed): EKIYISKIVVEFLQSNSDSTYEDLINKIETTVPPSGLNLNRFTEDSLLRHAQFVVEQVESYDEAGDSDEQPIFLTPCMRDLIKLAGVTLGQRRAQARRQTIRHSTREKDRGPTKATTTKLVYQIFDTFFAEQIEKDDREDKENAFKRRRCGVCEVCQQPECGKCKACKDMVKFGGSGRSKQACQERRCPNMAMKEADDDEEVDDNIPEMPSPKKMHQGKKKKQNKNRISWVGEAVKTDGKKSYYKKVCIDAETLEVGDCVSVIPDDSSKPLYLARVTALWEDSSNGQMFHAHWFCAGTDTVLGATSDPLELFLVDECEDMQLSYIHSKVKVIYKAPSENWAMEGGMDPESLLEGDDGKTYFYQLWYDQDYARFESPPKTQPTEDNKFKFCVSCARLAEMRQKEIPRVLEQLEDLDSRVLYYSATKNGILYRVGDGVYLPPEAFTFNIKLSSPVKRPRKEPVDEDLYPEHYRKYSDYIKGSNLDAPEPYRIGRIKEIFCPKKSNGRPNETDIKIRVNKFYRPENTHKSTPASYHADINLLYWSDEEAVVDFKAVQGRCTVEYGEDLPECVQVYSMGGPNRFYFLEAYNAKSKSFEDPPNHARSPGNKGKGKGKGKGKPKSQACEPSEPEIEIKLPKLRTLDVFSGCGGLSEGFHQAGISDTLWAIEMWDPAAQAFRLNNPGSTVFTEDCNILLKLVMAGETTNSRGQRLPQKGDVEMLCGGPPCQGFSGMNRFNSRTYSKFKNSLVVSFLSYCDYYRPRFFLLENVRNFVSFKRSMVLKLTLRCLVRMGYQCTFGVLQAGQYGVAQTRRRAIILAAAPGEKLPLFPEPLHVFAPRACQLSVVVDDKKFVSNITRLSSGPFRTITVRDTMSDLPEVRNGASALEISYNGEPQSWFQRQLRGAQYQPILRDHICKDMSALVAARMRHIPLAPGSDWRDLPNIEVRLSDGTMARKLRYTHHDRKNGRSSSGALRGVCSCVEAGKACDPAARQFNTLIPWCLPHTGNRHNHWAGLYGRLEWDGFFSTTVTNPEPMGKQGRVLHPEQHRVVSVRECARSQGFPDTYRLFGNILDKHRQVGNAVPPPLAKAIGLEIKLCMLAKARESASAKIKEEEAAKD
Tb MetRS inh: Trypanosoma brucei MetRS inhibition; purified T. brucei MetRS, ATP depletion, Kinase-Glo luminescence; inhibition, % at 11.9 µM; 0.4% of 360,000 active;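 active = inhibition above a per-plate cutoff of the control wells' mean inhibition plus 3 SD, cut at about 5.5% in these data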;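 also: 0% = DMSO wells median and 100% = median of wells with control inhibitor compound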
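System: purified T. brucei MetRS enzyme / Detection: Kinase-Glo luciferase luminescence reporting remaining unconsumed ATP / Medium: HEPES buffer with MgCl2, KCl, DTT, spermine, BSA, pyrophosphatase / Replication: singlicate, one well per compound / Evaluation: percent inhibition relative to median high and low control wells / Schedule: 2 h aminoacylation at 25 °C after 15 min preincubation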
Rpn11 inh: Rpn11 (human) deubiquitinase inhibition; 0.59% of 360,000 active; human 26S proteasome, Ub4-pepOG fluorescence polarization; 20S core pre-blocked with epoxomicin; calls only at 20 µM;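 active = inhibition at 20 µM, scaled to each plate's controls, above about 33%, limit read from the data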
STEP inh: STEP (human) phosphatase inhibition; P54829; recombinant STEP, OMFP fluorogenic substrate, fluorescence; inhibition, % at 20 µM; 0.25% of 360,000 active;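 active = inhibition at 20 µM, scaled per plate between control wells, above about 37%, limit read from the data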;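 also: 0% = DMSO with enzyme and substrate and 100% = substrate only without enzyme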
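Test system: STEP tyrosine phosphatase / Reagent: OMFP at 25 µM / Doses: 20 µM, 1% DMSO / Read-out: percent inhibition scaled to no-enzyme and uninhibited-enzyme controls, plate-pattern corrected / Detection: FITC-channel fluorescence of OMFP product / Medium: Bis-Tris buffer pH 6.0, 2.5 mM DTT, 0.005% Tween 20 / Schedule: 20 min at room temperature, dark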
CSN inh: blocks human CSN-mediated cullin deneddylation | Q92905 | Purified CSN, SCF-Nedd8-OG deneddylation, fluorescence polarization | inhibition, % at 12.5 µM | 0.38% of 360,000 active | AID 651999;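 active = pattern-corrected inhibition above about 35%, with an unprinted fluorescence ratio check between 0.5 and 1.5, limit read from the data, passing the limit was not always enough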;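 also: 0% = enzyme with substrate and 100% = substrate without enzyme; some results filed as inactive read as strong as hits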
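Material: human Csn5 produced in HEK293T cells; Input: enzyme 0.24 nM; Reagent: SCFSkp2-Nedd8OG substrate at 10 nM final; Dosing: 12.5 µM compound; Incubation: 90 min reaction at room temperature; Detection: fluorescence polarization of the substrate; Evaluation: % inhibition of substrate cleavage by Csn5; Control set: substrate-only high control, full reaction low control.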
NadD block: blocks S. aureus nicotinate mononucleotide adenylyltransferase; inhibition, % at 20 µM; AID 602399; 0.78% of 360,000 active; purified NadD enzyme, colorimetric absorbance read-out; in the data active = inhibition above about 26%; also: some compounds past the cut are filed as inactive
SUMO1-SIM PPI: SUMO1-SIM interaction modulation. inhibition, % at 20 µM. P63165. 0.33% of 360,000 active. SUMO1 binding to a labelled peptide, TR-FRET, 1 h; in the data active = inhibition above about 37%
MLLE-PAM2 inh: blocks PAM2 peptide binding to the PABP1 MLLE domain; P11940; GST-MLLE / FITC-PAM2 fluorescence polarization; inhibition, % at 20 µM; 0.36% of 360,000 active; in the data active = inhibition above about 35%, passing the limit was not always enough;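 also: plate controls were DMSO wells with GST-MLLE for no effect and wells lacking GST-MLLE protein for full effect; some results filed as inactive read as strong as hits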
LMPTP block: LMPTP (human) inhibition; inhibition, % at 20 µM; P24666; AID 651560; 0.22% of 360,000 active; recombinant LMPTP-A, OMFP fluorogenic substrate, fluorescence intensity;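 active = compounds that cut the enzyme signal by at least half of the control window in the single-dose screen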;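 also: plate controls were DMSO wells with enzyme plus substrate for no effect and substrate without enzyme for full effect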
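Assay system: LMPTP-A enzyme. Input: 0.625 nM LMPTP-A final. Probe or stimulus: 400 µM OMFP. Compound dosing: single 20 µM dose. Schedule: 50 min dark incubation at room temperature. Detection: fluorescence intensity of OMFP turnover product. Read-out: percent inhibition versus substrate-only and uninhibited controls. Benchmarks: no-enzyme low control, uninhibited high control.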
An asterisk follows results filed as active.

How did Cc1ccc(C2NC(c3ccc(C)cc3)C([N+](=O)[O-])C(C)(C)C2[N+](=O)[O-])cc1 (stereo not given) do in these assays?
Scp1 inh: -3; DNMT1 block: -2; Tb MetRS inh: 0.0; Rpn11 inh: inactive; STEP inh: 3; CSN inh: -1; NadD block: 4; SUMO1-SIM PPI: 2; MLLE-PAM2 inh: -6; LMPTP block: 0.8

Results for O=C1CCC(C(=O)N2CCCCCC2)CN1Cc1cccc(C(F)(F)F)c1 (stereo not given) ?
Scp1 inh: -3; DNMT1 block: 1; Tb MetRS inh: -0.1; Rpn11 inh: inactive; STEP inh: -1; CSN inh: 1; NadD block: 4; SUMO1-SIM PPI: 3; MLLE-PAM2 inh: 9; LMPTP block: -0.3

What do the screens show for `CCC(=O)Nc1ccc(NC(=O)CSc2nnnn2C(C)C)cc1`?
Scp1 inh: -5; DNMT1 block: 4; Tb MetRS inh: -0.8; Rpn11 inh: inactive; STEP inh: -13; CSN inh: -3; NadD block: -4; SUMO1-SIM PPI: 3; MLLE-PAM2 inh: -5; LMPTP block: 1.3

How did CCNc1nc(SC(C)C(=O)OC)nc(N(C)C)n1 (stereo not given) do in these assays?
Scp1 inh: 3; DNMT1 block: 5; Tb MetRS inh: -1.3; Rpn11 inh: inactive; STEP inh: -1; CSN inh: 0; NadD block: -1; SUMO1-SIM PPI: 1; MLLE-PAM2 inh: 3; LMPTP block: 0.0

What do the screens show for `COc1ccc(-n2cc(-c3ccccc3)c3c(N4CCN(CCO)CC4)ncnc32)cc1`?
Scp1 inh: -3; DNMT1 block: -10; Tb MetRS inh: -0.3; Rpn11 inh: inactive; STEP inh: 0; CSN inh: -6; NadD block: -10; SUMO1-SIM PPI: 0; MLLE-PAM2 inh: -4; LMPTP block: 0.6

Results for CCOc1ccccc1OCC(=O)NC1CCCCC1 ?
Scp1 inh: -7; DNMT1 block: 2; Tb MetRS inh: -1.2; Rpn11 inh: inactive; STEP inh: -3; CSN inh: 4; NadD block: 10; SUMO1-SIM PPI: 1; MLLE-PAM2 inh: 10; LMPTP block: -0.8

Results for CCOc1nc(-c2ccccc2)ccc1-c1noc(-c2ccco2)n1 ?
Scp1 inh: -11; DNMT1 block: -12; Tb MetRS inh: 0.8; Rpn11 inh: inactive; STEP inh: 2; CSN inh: 8; NadD block: 5; SUMO1-SIM PPI: 5; MLLE-PAM2 inh: -21; LMPTP block: 1.8

What do the screens show for `Oc1c(Cl)cc(Cl)cc1CNc1ccccn1`?
Scp1 inh: -5; DNMT1 block: -4; Tb MetRS inh: 0.3; Rpn11 inh: inactive; STEP inh: -1; CSN inh: 3; NadD block: -2; SUMO1-SIM PPI: 20; MLLE-PAM2 inh: -1; LMPTP block: 1.9

What do the screens show for `CSCCC(NC(=O)c1ccccc1)C(=O)N(C)CC(=O)Nc1ccc(N2CCOCC2)cc1` (stereo not given)?
Scp1 inh: -8; DNMT1 block: 1; Tb MetRS inh: -0.3; Rpn11 inh: inactive; STEP inh: 1; CSN inh: 4; NadD block: -6; SUMO1-SIM PPI: 4; MLLE-PAM2 inh: -6; LMPTP block: 0.1

What do the screens show for `COc1ccc(C)cc1N(CC(=O)N1CCCC1)S(C)(=O)=O`?
Scp1 inh: -6; DNMT1 block: -5; Tb MetRS inh: -0.5; Rpn11 inh: inactive; STEP inh: 0; CSN inh: 70*; NadD block: -4; SUMO1-SIM PPI: 2; MLLE-PAM2 inh: 3; LMPTP block: 0.2

How did Cc1ccc(S(=O)(=O)NC(=O)Nc2cc(C)no2)cc1 do in these assays?
Scp1 inh: -11; DNMT1 block: -3; Tb MetRS inh: 0.2; Rpn11 inh: inactive; STEP inh: 0; CSN inh: 3; NadD block: -8; SUMO1-SIM PPI: 7; MLLE-PAM2 inh: 0; LMPTP block: -0.4

Results for COc1cc(CCC(=O)OCn2nnc3ccccc3c2=O)cc(OC)c1OC ?
Scp1 inh: -5; DNMT1 block: -2; Tb MetRS inh: 0.0; Rpn11 inh: inactive; STEP inh: -2; CSN inh: 7; NadD block: 7; SUMO1-SIM PPI: -6; MLLE-PAM2 inh: -1; LMPTP block: -2.0

How did C=CCSc1n[nH]c(-c2ccc(OCCC)cc2)n1 do in these assays?
Scp1 inh: 12; DNMT1 block: 2; Tb MetRS inh: -0.2; Rpn11 inh: inactive; STEP inh: -2; CSN inh: 5; NadD block: -7; SUMO1-SIM PPI: -2; MLLE-PAM2 inh: -6; LMPTP block: 0.8

Results for COc1cc(C2C(Oc3ccccc3C)C(=O)N2Cc2ccc(F)cc2)cc(OC)c1OC (stereo not given) ?
Scp1 inh: -12; DNMT1 block: 3; Tb MetRS inh: 0.2; Rpn11 inh: inactive; STEP inh: 0; CSN inh: -6; NadD block: -9; SUMO1-SIM PPI: 4; MLLE-PAM2 inh: 5; LMPTP block: -0.8

Results for Cc1cc(C)nc(N2CCC(C(=O)NC3CC3)CC2)n1 ?
Scp1 inh: -4; DNMT1 block: 3; Tb MetRS inh: -0.6; Rpn11 inh: inactive; STEP inh: -1; CSN inh: 0; NadD block: -4; SUMO1-SIM PPI: -10; MLLE-PAM2 inh: 0; LMPTP block: 0.0

How did NC(=O)COC(=O)c1ccc(NS(=O)(=O)c2ccc3c(c2)OCCO3)cc1 do in these assays?
Scp1 inh: -6; DNMT1 block: 0; Tb MetRS inh: 0.1; Rpn11 inh: inactive; STEP inh: -2; CSN inh: 3; NadD block: -3; SUMO1-SIM PPI: 0; MLLE-PAM2 inh: 6; LMPTP block: 1.0

How did CC(C)CN(C(=O)CN1CCc2ccccc21)c1c(N)n(CC(C)C)c(=O)[nH]c1=O do in these assays?
Scp1 inh: -8; DNMT1 block: -5; Tb MetRS inh: -0.6; STEP inh: 5; CSN inh: 16; NadD block: 5; SUMO1-SIM PPI: 2; MLLE-PAM2 inh: -65; LMPTP block: -0.9

Results for O=C(N/N=C/c1c(F)c(F)c(F)c(F)c1F)c1cccc(S(=O)(=O)N2CCOCC2)c1 ?
Scp1 inh: -5; DNMT1 block: 0; Tb MetRS inh: -0.3; Rpn11 inh: inactive; STEP inh: -4; CSN inh: -6; NadD block: -9; SUMO1-SIM PPI: -7; MLLE-PAM2 inh: 12; LMPTP block: -1.3

Results for C=CCOc1ccc(/C=N/NC(=O)CN(c2cc(Cl)ccc2OC)S(=O)(=O)c2ccc(C)c([N+](=O)[O-])c2)cc1 ?
Scp1 inh: -4; DNMT1 block: -5; Tb MetRS inh: -0.2; Rpn11 inh: inactive; STEP inh: 1; CSN inh: -1; NadD block: 22; SUMO1-SIM PPI: 0; MLLE-PAM2 inh: -9; LMPTP block: 2.4

What do the screens show for `CCNC(=O)Cn1c(=O)c2c(ncn2Cc2ccccc2)n(Cc2ccccc2)c1=O`?
Scp1 inh: -2; DNMT1 block: 2; Tb MetRS inh: -0.4; Rpn11 inh: inactive; STEP inh: -1; CSN inh: -4; NadD block: 6; SUMO1-SIM PPI: -1; MLLE-PAM2 inh: -23; LMPTP block: -0.8

Results for CCOc1ccc(S(=O)(=O)N2CCCC(C(=O)N3CCOCC3)C2)cc1Cl (stereo not given) ?
Scp1 inh: -3; DNMT1 block: 2; Tb MetRS inh: -0.5; Rpn11 inh: inactive; STEP inh: 1; CSN inh: -1; NadD block: -2; SUMO1-SIM PPI: 0; MLLE-PAM2 inh: 15; LMPTP block: -0.9

How did O=C(c1ccccc1)N1CCN(C(=O)N2CCOCC2)CC1 do in these assays?
Scp1 inh: -2; DNMT1 block: 3; Tb MetRS inh: 0.2; Rpn11 inh: inactive; STEP inh: -5; CSN inh: 5; NadD block: -3; SUMO1-SIM PPI: 1; MLLE-PAM2 inh: 1; LMPTP block: -1.6

What do the screens show for `O=C(N/N=C/c1cccc([N+](=O)[O-])c1)c1cc2c(ccc3ccccc32)o1`?
Scp1 inh: 99*; DNMT1 block: 44; Tb MetRS inh: -0.3; Rpn11 inh: inactive; STEP inh: 99*; CSN inh: 15; NadD block: 6; SUMO1-SIM PPI: 5; MLLE-PAM2 inh: 3; LMPTP block: 64*

What do the screens show for `CC(=O)N1CCN(C(=O)OC2CC3CC2[C@H]2CCCCN2C3=O)CC1` (stereo not given in full)?
Tb MetRS inh: 0.0; CSN inh: -2; NadD block: 6; SUMO1-SIM PPI: -1; LMPTP block: -1.7

What do the screens show for `COC(=O)c1c(NC(=O)c2ccoc2C)sc(C)c1C`?
Scp1 inh: -10; DNMT1 block: 2; Tb MetRS inh: -0.6; Rpn11 inh: inactive; STEP inh: 1; CSN inh: -5; NadD block: -4; SUMO1-SIM PPI: -6; MLLE-PAM2 inh: 2; LMPTP block: 0.0

How did CCOc1ncccc1C(=O)Nc1ccc(-c2cn3ccsc3n2)cc1 do in these assays?
Scp1 inh: -8; DNMT1 block: -12; Tb MetRS inh: -0.3; Rpn11 inh: inactive; STEP inh: 1; CSN inh: -3; NadD block: 0; SUMO1-SIM PPI: -1; MLLE-PAM2 inh: -17; LMPTP block: 1.3

Results for C#CC(CC)(CC)NC(=O)c1c(C)noc1C ?
Scp1 inh: -4; DNMT1 block: 0; Tb MetRS inh: -0.4; Rpn11 inh: inactive; STEP inh: -3; CSN inh: 4; NadD block: 4; SUMO1-SIM PPI: 2; MLLE-PAM2 inh: 11; LMPTP block: 0.5

What do the screens show for `O=C(CCCOc1ccccc1)n1nnc2ccccc21`?
Scp1 inh: -11; DNMT1 block: -3; Tb MetRS inh: -0.6; Rpn11 inh: inactive; STEP inh: -1; CSN inh: -2; NadD block: 2; SUMO1-SIM PPI: -3; MLLE-PAM2 inh: -28; LMPTP block: -0.2

Molecules shown so far with an NH in an aromatic ring:
How did C=CCSc1n[nH]c(-c2ccc(OCCC)cc2)n1 do in these assays?
Scp1 inh: 12; DNMT1 block: 2; Tb MetRS inh: -0.2; Rpn11 inh: inactive; STEP inh: -2; CSN inh: 5; NadD block: -7; SUMO1-SIM PPI: -2; MLLE-PAM2 inh: -6; LMPTP block: 0.8

How did CC(C)CN(C(=O)CN1CCc2ccccc21)c1c(N)n(CC(C)C)c(=O)[nH]c1=O do in these assays?
Scp1 inh: -8; DNMT1 block: -5; Tb MetRS inh: -0.6; STEP inh: 5; CSN inh: 16; NadD block: 5; SUMO1-SIM PPI: 2; MLLE-PAM2 inh: -65; LMPTP block: -0.9

Screening results deposited in PubChem BioAssay by several laboratories.

No enrichment for hits. Share with any hit: about 3.6%.
